Compound activity: PubChem, several laboratories
Anthrax LF inh2: anthrax lethal factor protease inhibition; AID 588501; P15917; 0.12% of 360,000 active; inhibition, % at 10 µM; multiplex microsphere protease cleavage assay, LF; further: plate controls were buffer without enzyme for full effect and enzyme alone for no effect
Target sequence (P15917 whole entry, looked up): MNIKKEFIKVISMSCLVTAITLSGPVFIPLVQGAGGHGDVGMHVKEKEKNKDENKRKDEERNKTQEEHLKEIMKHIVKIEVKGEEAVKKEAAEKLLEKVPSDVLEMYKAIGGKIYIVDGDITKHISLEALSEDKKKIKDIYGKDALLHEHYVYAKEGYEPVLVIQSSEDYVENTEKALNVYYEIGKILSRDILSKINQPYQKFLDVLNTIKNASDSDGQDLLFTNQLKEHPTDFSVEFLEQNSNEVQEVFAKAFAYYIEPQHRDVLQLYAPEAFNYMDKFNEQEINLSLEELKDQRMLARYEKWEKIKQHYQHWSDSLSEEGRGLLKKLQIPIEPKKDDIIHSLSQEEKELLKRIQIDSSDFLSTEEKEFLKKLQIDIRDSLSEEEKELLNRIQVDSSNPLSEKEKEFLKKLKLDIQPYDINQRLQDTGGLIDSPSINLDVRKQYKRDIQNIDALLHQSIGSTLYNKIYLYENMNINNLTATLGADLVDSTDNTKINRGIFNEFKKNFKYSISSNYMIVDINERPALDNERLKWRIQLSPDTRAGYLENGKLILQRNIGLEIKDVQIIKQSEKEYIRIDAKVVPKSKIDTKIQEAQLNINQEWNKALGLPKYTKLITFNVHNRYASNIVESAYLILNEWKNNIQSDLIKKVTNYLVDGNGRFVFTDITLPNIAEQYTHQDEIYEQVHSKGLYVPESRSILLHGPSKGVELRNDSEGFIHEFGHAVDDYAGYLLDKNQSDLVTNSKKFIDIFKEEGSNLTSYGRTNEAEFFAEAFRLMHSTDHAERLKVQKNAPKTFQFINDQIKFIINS
CCHFV vOTU inh: CCHFV vOTU protease inhibition; Pep-AMC fluorescence; inhibition, % at 11.5 µM; 0.55% of 370,000 active; in the data active means inhibition above about 30%; further: 0% = vehicle wells with enzyme and 100% = no enzyme wells
BoNT-F LC inh: inhibitors of Botulinum neurotoxin F light chain protease. Multiplex microsphere protease cleavage assay, flow cytometry. AID 588497. 0.22% of 360,000 active. inhibition, % at 10 µM; in the data active means inhibition above about 35%, passing the limit was not always enough; inconclusive means no clear call, values can overlap the other calls; further: plate controls were buffer without enzyme for full effect and enzyme alone for no effect
PfHsp40 yeast: compounds rescuing yeast from Plasmodium falciparum HSP40 toxicity | S. cerevisiae expressing PfHsp40, growth rescue, ATP luminescence | growth rescue, % at 12.5 µM | 0.68% of 340,000 active; in the data active means growth rescue above about 28%, passing the limit was not always enough; inconclusive means no clear call, values can overlap the other calls;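 further: yeast W303a lacking pdr1 and pdr3 grown in galactose medium; growth measured after three days at 30 °C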
Yp Topo-I inh: inhibitors of Yersinia pestis topoisomerase I. Y. pestis Topo-I cleavage product accumulation, plate reader. AID 504884. 0.064% of 360,000 active. activity, % at 10 µM; in the data active means activity above about 50%, passing the limit was not always enough; inconclusive means no clear call, values can overlap the other calls; further: inactives centre near 2
PrPC surface inh: cell surface PrPC inhibition, primary TR-FRET screen. AID 720596. TR-FRET read-out. inhibition, % at 13.8 µM. 0.43% of 370,000 active; in the data active means inhibition above about 24%; further: 0% = median of the test wells and 100% = reference compound wells
FadD28 binding: M. tuberculosis FadD28 bisubstrate binding inhibition; FadD28 bisubstrate probe binding, fluorescence polarization; inhibition, % at 12.5 µM; 0.22% of 360,000 active; AID 588549; in the data active means inhibition above about 8.5%, passing the limit was not always enough; inconclusive means no clear call, values can overlap the other calls
TcdB GH inh: TcdB glycohydrolase inhibition; P18177; TcdB glycohydrolase enzymatic assay, plate reader; inhibition, % at 9.99 µM; 0.24% of 350,000 active; in the data active means inhibition above about 10%
BoNT-A LC inh2: inhibitors of Botulinum neurotoxin A light chain protease; AID 588499; 0.17% of 360,000 active; multiplex microsphere protease substrate cleavage, flow cytometry; inhibition, % at 10 µM; further: plate controls were buffer without enzyme for full effect and enzyme alone for no effect
* marks the source's active call; other numbers are inactive results; ? = inconclusive; . = no result given. Unless noted, no stated cut-off is given here; in the data, active means inhibition above about 30%; inconclusive means no clear call, values can overlap the other calls; inactive means below that.

SMILES | Anthrax LF inh2 | CCHFV vOTU inh | BoNT-F LC inh | PfHsp40 yeast | Yp Topo-I inh | PrPC surface inh | FadD28 binding | TcdB GH inh | BoNT-A LC inh2
COc1ccc(C(=O)Nc2ccccc2NC(=O)c2ccc(OC)cc2)cc1 | -5 | 6 | 2 | 2.7 | 3 | -7 | -5.4 | 1.1 | -0.4
Cc1cc(C)c(/C([O-])=C(/C(=S)Nc2ccc(SC(F)F)cc2)[n+]2ccccc2)cc1C | -8 | 1 | -8 | 0.1 | -3 | -1 | -17 | 0.3 | 1.4
CCOC(=O)c1ccc(NC(=O)N2C3CCCC2CC(NC(C)=O)C3)cc1 (stereo not given) | -14 | -9 | -4 | 0.0 | 7 | 10 | -2.3 | -3.7 | 0.6
Cc1ccc(NC(=O)c2ccc(Cl)c(S(=O)(=O)NCc3ccco3)c2)c(O)c1 | 4 | 9 | -6 | 0.1 | -13 | -1 | 0.6 | -1.5 | -0.8
O=C1N=c2ccccc2=C1c1[nH]c(=S)[nH]c1O | -5 | 8 | 4 | 1.2 | -1 | -68 | -1.9 | 0.5 | -0.1
COc1ccc(C)cc1NC(=O)COC(C)=O | -2 | 4 | -2 | -0.1 | 1 | 0 | -1.2 | . | -0.5
Cc1ccccc1NC(=O)CSc1nc2[nH]c(=O)cc(O)c2s1 | 3 | -2 | 1 | 0.9 | -1 | 3 | -3.3 | 1.7 | 2.4
Cc1cc(C)cc(NC(=O)c2ccc(S(=O)(=O)N(C)CC3CCCO3)cc2)c1 (stereo not given) | -1 | 2 | -7 | 3.4 | 29 | -4 | -1.9 | 0.7 | -3.1
COCCN(C(=O)COC(=O)CSc1ccc2ccccc2c1)c1c(N)n(Cc2ccccc2)c(=O)[nH]c1=O | 0 | 2 | 3 | ? | 25 | 9 | -1.6 | 0.9 | 3.4
C=C(C)COc1ccc(-c2n[nH]c(C)c2-c2ccccc2)c(O)c1 | -6 | 22 | 12 | ? | 7 | 6 | -7.0 | . | -0.1
COC(=O)CNC(=O)COC(=O)c1ccc(OC)c([N+](=O)[O-])c1 | -2 | 14 | 11 | -0.8 | 2 | 1 | -2.0 | 0.7 | 0.7
O=C(Nc1ccccc1N1CCN(C(=O)c2ccc(Cl)cc2)CC1)c1ccc([N+](=O)[O-])o1 | 7 | . | 3 | -1.0 | 3 | . | -2.4 | . | 2.7
CC(=O)COc1cc(C)cc2oc(=O)cc(-c3ccccc3)c12 | 2 | -7 | -7 | -0.4 | -6 | -4 | 1.2 | 1.0 | -1.0
CCOC(=O)c1cnn(C)c1NC(=O)c1ccc(Cl)cc1Cl | -6 | . | 15 | -0.8 | -2 | . | -1.2 | -0.2 | 2.0
O=C(Nc1ccc(CN2CCOCC2)cc1)c1ccc2ccccc2c1 | -7 | 8 | -13 | 0.0 | 11 | -7 | 1.0 | -0.8 | -0.4
COc1ccc2nc(N3C(=O)C(O)=C(C(=O)c4ccco4)C3c3ccc(C)o3)sc2c1 (stereo not given) | -2 | 15 | -1 | 1.7 | 2 | -4 | -2.8 | -1.6 | 1.1
Cc1ccc(C)c(N2CCN(C(=O)CCc3nc(-c4cccc(Cl)c4)no3)CC2)c1 | -13 | 8 | -1 | -0.5 | 40 | 0 | -1.3 | 0.3 | -0.6
Cc1cc(C)c(-n2nnnc2SCC(=O)c2cccs2)c(C)c1 | -4 | -10 | ? | 2.7 | 14 | -1 | -1.1 | 0.4 | -2.0
COc1ccccc1-c1nc(S(=O)(=O)c2ccccc2)c(N2CCCCC2)o1 | -11 | 3 | 5 | 1.0 | 8 | 4 | -1.2 | 0.8 | 1.9
CC1CCN(S(=O)(=O)c2cc([N+](=O)[O-])ccc2Cl)CC1 | 1 | 18 | 1 | -2.1 | 0 | -18 | 4.0 | -3.4 | 0.3
Cc1cc(=O)oc2c1c(C(F)(F)F)nn2-c1ccccc1 | . | 3 | . | -0.6 | -13 | 4 | 1.0 | -0.4 | .
CNCCCOc1cc(C)cc(C)c1C | 1 | 0 | 0 | 6.1 | 7 | 3 | 0.0 | -0.8 | 0.2
CCN(CC)C(=O)CSc1nc(-c2ccco2)cc(C(F)(F)F)c1C#N | 2 | -8 | -11 | -0.5 | 1 | 2 | -1.8 | . | -0.4
CCCn1c(SCC(=O)Nc2ccc(OC)cc2[N+](=O)[O-])n[nH]c1=O | 4 | -11 | -2 | 0.2 | 4 | -23 | -3.6 | 1.2 | -0.4
CCCCN(C=O)c1c(CC)nc2ccc(C(=O)N(C)Cc3ccco3)cn12 | -5 | -3 | -3 | . | 0 | 3 | 0.3 | 0.6 | 0.0

An excerpt from above, reduced to BoNT-F LC inh:
| SMILES | BoNT-F LC inh |
| --- | --- |
| Cc1cc(C)cc(NC(=O)c2ccc(S(=O)(=O)N(C)CC3CCCO3)cc2)c1 (stereo not given) | -7 |
| CCOC(=O)c1cnn(C)c1NC(=O)c1ccc(Cl)cc1Cl | 15 |

An excerpt of these results, with each value named.
Cc1ccc(C)c(N2CCN(C(=O)CCc3nc(-c4cccc(Cl)c4)no3)CC2)c1
  Anthrax LF inh2: -13 | CCHFV vOTU inh: 8 | BoNT-F LC inh: -1 | PfHsp40 yeast: -0.5 | Yp Topo-I inh: 40 | PrPC surface inh: 0 | FadD28 binding: -1.3 | TcdB GH inh: 0.3 | BoNT-A LC inh2: -0.6
Cc1cc(C)c(-n2nnnc2SCC(=O)c2cccs2)c(C)c1
  Anthrax LF inh2: -4 | CCHFV vOTU inh: -10 | BoNT-F LC inh: ? | PfHsp40 yeast: 2.7 | Yp Topo-I inh: 14 | PrPC surface inh: -1 | FadD28 binding: -1.1 | TcdB GH inh: 0.4 | BoNT-A LC inh2: -2.0

The listing continues.
SMILES | Anthrax LF inh2 | CCHFV vOTU inh | BoNT-F LC inh | PfHsp40 yeast | Yp Topo-I inh | PrPC surface inh | FadD28 binding | TcdB GH inh | BoNT-A LC inh2
CCC(=O)c1ccc(Oc2ccc(C(=O)c3ccc(C)cc3)cc2[N+](=O)[O-])cc1 | 1 | -15 | 1 | -1.5 | 7 | 2 | -2.3 | -0.3 | -0.2
Cc1ccc([N+](=O)[O-])cc1S(=O)(=O)Nc1cccc(S(=O)(=O)NC2=NCCC2)c1 | 0 | -5 | 2 | -2.1 | -8 | -16 | 0.6 | -4.4 | -0.3
Cc1cc2oc(C(=O)NCCc3ccc(S(N)(=O)=O)cc3)cc(=O)c2cc1C | 1 | -7 | -10 | -0.9 | 5 | -2 | -3.7 | 0.2 | -0.6
COc1cccc(CN(C)Cc2cc(=O)oc3c(C)c(C)ccc23)c1 | -4 | 26 | 12 | 9.2 | 3 | -3 | -0.1 | 1.2 | -2.0
CNC(=O)c1c(NC(=O)CCS(=O)(=O)c2ccccc2)sc2c1CCN(C(=O)OC)C2 | 0 | 3 | 1 | -0.4 | -5 | 2 | 0.1 | 1.1 | 1.8
COc1ccc(NC(=S)Nc2ncccc2C)c(OC)c1 | -7 | -11 | -1 | -1.4 | 8 | 7 | 1.5 | 2.0 | -0.5
CCOC(=O)c1cc2sc(C)cc2n1CC(=O)NCc1ccc(F)cc1 | 6 | 30* | 10 | -0.7 | 1 | 0 | 1.4 | -4.9 | 2.2
CCN1CCCC(OC(=O)C(c2ccccc2)c2ccccc2)C1 (stereo not given) | -8 | 2 | -2 | 0.4 | 2 | -3 | -2.1 | 0.4 | -0.5
CC1C(=O)N2CCCc3cc(NC(=O)C(=O)NCCN4CCOCC4)cc1c32 (stereo not given) | 8 | 2 | -4 | -0.8 | 13 | 0 | 2.7 | 1.7 | -1.8
NS(=O)(=O)c1ccc(CCNC(=S)NC2CCCCC2)cc1 | 6 | -2 | 7 | -0.2 | 1 | -7 | -3.0 | 0.3 | -0.5
CC(C)CN1C(=O)c2ccc(NC(=O)Cc3ccccc3)cc2C1=O | -2 | -5 | 4 | 0.3 | 1 | -4 | -4.7 | 1.8 | 0.2
O=C(NN=C1C2CC3CC(C2)CC1C3)c1cccc(S(=O)(=O)N2CCOCC2)c1 | 0 | -1 | -6 | 0.4 | -3 | -2 | -1.5 | . | -0.7
NC(=O)c1cc(N2CC2)c([N+](=O)[O-])cc1[N+](=O)[O-] | -11 | 11 | -4 | -2.1 | 9 | -37 | -1.7 | 0.9 | 0.2
O=[N+]([O-])c1ccccc1OCCN1CCCC1 | -1 | -4 | ? | 0.1 | -4 | -7 | 0.2 | 0.1 | ?
COc1cccc2cc(C(C)N(CCCN3CCOCC3)C(=O)Nc3ccccc3)oc12 (stereo not given) | 0 | -8 | -1 | 0.2 | 28 | -3 | -0.5 | . | 0.3
CCCNc1nc2c(c(=O)[nH]c(=O)n2C)n1CCc1ccccc1 | 1 | -30 | -4 | 0.9 | -2 | -7 | -0.2 | 0.7 | 0.0
CCCCCc1nnc(NC(=O)NS(=O)(=O)c2ccc(C)cc2)s1 | 6 | 13 | -8 | -0.2 | 9 | -2 | -0.2 | 1.3 | 2.4
CCOc1ccc(OCCOc2cccc(C(F)(F)F)c2)cc1 | 0 | 1 | 2 | -0.3 | -4 | -8 | -3.4 | . | 0.7
CC1(C)C2CCC1(CS(=O)(=O)NC1CCCC1)C(=O)C2 (stereo not given) | 0 | -13 | -5 | 0.8 | -8 | 6 | 0.9 | 0.1 | -3.7
CC(C)c1ccc(CCNC(=O)CCNC(=O)c2ccc(Br)cc2)cc1 | 1 | -11 | -1 | -0.3 | 2 | 4 | 1.1 | 0.2 | -0.9
CCOC(=O)C1CCN(C(=S)Nc2ccccc2)CC1 | -1 | 6 | 2 | 0.1 | -9 | 7 | -0.7 | -8.5 | 0.2
O=C(Nc1cccnc1)/C(N=Nc1cccnc1)=C(\O)c1ccccc1 | 2 | -3 | -25 | -0.2 | -3 | -6 | 1.3 | . | -0.7
CC(NC(=O)c1cc(=O)[nH]c2ccccc12)c1ccccc1 (stereo not given) | -2 | -3 | -4 | 0.0 | 1 | 2 | -0.6 | 0.2 | -0.2
O=C(COc1ccc([N+](=O)[O-])cc1)Nc1cc(S(=O)(=O)N2CCCCC2)ccc1N1CCCCC1 | -2 | -3 | -7 | -1.8 | -4 | 5 | -2.6 | -3.5 | -2.9
Cc1cc(NC(=O)CCC(=O)N(c2ccc(F)cc2)C(C(=O)NC2CCCC2)c2ccc(C)o2)no1 (stereo not given) | 0 | 1 | 0 | 2.2 | 16 | 4 | -1.8 | -0.4 | -0.2
COc1ccc2c(c1)Cc1sc(NC(C)=O)nc1-2 | -3 | 81* | 3 | -0.6 | 7 | 4 | -1.2 | . | 1.5
Cc1c(CCOC(=O)c2ccccc2)sc[n+]1CC(=O)c1ccc(Br)cc1 | -11 | . | 17 | -0.6 | 9 | . | -2.9 | 1.5 | -5.3
Cc1ccc(-c2nnn(CC(=O)NCC3COCCO3)n2)o1 (stereo not given) | 2 | 1 | -30 | -0.6 | -1 | -4 | -3.6 | . | -1.0
O=C(c1ccc(S(=O)(=O)Cc2ccccc2Cl)c([N+](=O)[O-])c1)N1CCOCC1 | -3 | -12 | 5 | -0.8 | -9 | -8 | -1.7 | 1.5 | 1.2
Cc1cc(C)c2[nH]c(C(=O)Nc3ccc(F)cc3Br)cc2c1 | 6 | 12 | 6 | 2.0 | 0 | 7 | -0.7 | 0.3 | 0.2

Look-ups from the results shown:
`CCOc1ccc(OCCOc2cccc(C(F)(F)F)c2)cc1` | BoNT-F LC inh = 2
`Cc1cc2oc(C(=O)NCCc3ccc(S(N)(=O)=O)cc3)cc(=O)c2cc1C` | FadD28 binding = -3.7

Complete entries, looked up by structure. Values in the order: Anthrax LF inh2	CCHFV vOTU inh	BoNT-F LC inh	PfHsp40 yeast	Yp Topo-I inh	PrPC surface inh	FadD28 binding	TcdB GH inh	BoNT-A LC inh2
O=C1N=c2ccccc2=C1c1[nH]c(=S)[nH]c1O is listed as -5	8	4	1.2	-1	-68	-1.9	0.5	-0.1
COc1cccc(CN(C)Cc2cc(=O)oc3c(C)c(C)ccc23)c1 is listed as -4	26	12	9.2	3	-3	-0.1	1.2	-2.0
O=C(Nc1cccnc1)/C(N=Nc1cccnc1)=C(\O)c1ccccc1 is listed as 2	-3	-25	-0.2	-3	-6	1.3	.	-0.7
